Screens as filed in PubChem BioAssay.
Granule exo inh – lytic granule exocytosis inhibition. TALL-104 LAMP-1 surface exposure, flow cytometry; cells stimulated with thapsigargin and PMA. inhibition, % at 10 µM. hit rate 0.66% among 360,000. AID 651702;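 active means inhibition above about 55%, limit read from the data; inconclusive means no clear call, values can overlap the other calls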
MITF TRPM1 inh – MITF TRPM1 promoter inhibition in SK-MEL-5 cells | hit rate 0.83% among 330,000 | inhibition, % at 12.5 µM | AID 488899 | SK-MEL-5 TRPM1 promoter luciferase, 24 h;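 active means mean inhibition across replicates of 60% or more, whatever share of single replicates reaches that level; inconclusive means some that reach 60%, reason not given; inactive means mean inhibition across replicates below 60%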; further: values of inactives mirror those of a sister screen read the other way
iPSC survival up – enhancers of human iPSC single-cell survival; hiPSC single-cell survival, ATPlite luminescence; 100% = ROCK inhibitor wells, 0% = DMSO; survival enhancement, % at 20 µM; hit rate 0.044% among 360,000; in the data active means survival enhancement above about 18%;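 further: cells exposed to compounds for 16 hours before the ATP read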
Vif inh – HIV Vif inhibition. inhibition, % at 7.49 µM. hit rate 0.35% among 340,000. HEK293T cells, Vif self-association by quenched fluorescence, imaging, 24 h; in the data active means inhibition above about 50%, passing the limit was not always enough; inconclusive means no clear call, values can overlap the other calls; inactive means below about 31%; further: some results filed as inactive read as strong as hits
PDI inh – blocks human protein disulfide isomerase activity; P07237; PDI insulin aggregation turbidity, A650, 90 min; inhibition, % at 10 µM; hit rate 0.052% among 350,000;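 active means mean inhibition across replicates of 30% or more, whatever share of single replicates reach that level; inconclusive means mean inhibition below 30% while every single replicate reaches 30%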;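 further: absorbance from insulin aggregation driven by PDI reduction with DTT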
Target sequence (P07237 whole entry, looked up): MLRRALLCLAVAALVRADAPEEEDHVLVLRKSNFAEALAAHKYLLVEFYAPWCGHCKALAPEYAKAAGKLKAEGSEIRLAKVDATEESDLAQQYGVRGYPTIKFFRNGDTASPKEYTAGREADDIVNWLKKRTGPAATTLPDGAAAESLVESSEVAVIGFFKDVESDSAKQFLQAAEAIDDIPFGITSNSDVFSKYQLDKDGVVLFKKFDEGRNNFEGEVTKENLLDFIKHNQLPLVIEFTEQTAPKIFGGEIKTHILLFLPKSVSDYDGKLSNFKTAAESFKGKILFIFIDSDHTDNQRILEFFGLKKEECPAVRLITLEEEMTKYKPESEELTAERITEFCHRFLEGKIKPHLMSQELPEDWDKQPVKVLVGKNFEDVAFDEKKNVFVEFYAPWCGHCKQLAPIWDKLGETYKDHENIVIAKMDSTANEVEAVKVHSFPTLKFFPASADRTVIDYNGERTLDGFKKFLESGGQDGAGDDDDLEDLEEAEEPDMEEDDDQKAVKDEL
Peg3 prom inh – reduces Peg3 promoter-driven luciferase expression in HeLa. HeLa PEG-Prom luciferase reporter, luminescence, overnight. inhibition, % at 20 µM. hit rate 1.7% among 360,000. AID 588405;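 active means inhibition of at least 50% at 20 µM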
HIF-2a inh – HIF-2a inhibition | 786-0 RCC cells HIF-2a reporter, luciferase luminescence, overnight | inhibition, % at 18.8 µM | hit rate 0.72% among 360,000;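 active means inhibition of the luminescence signal of 40% or more relative to plate controls, in a single-dose primary screen at 18.75 µM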
NR2E3 ag-1 – agonists of human nuclear receptor NR2E3; GST-NR2E3/biotin-RetCOR TR-FRET, 1536-well; inhibition of corepressor binding, % at 4.78 µM; hit rate 0.12% among 320,000; AID 2300;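 active means percent inhibition above the cutoff of mean plus 3 SD of all tested compounds, set per screening campaign, cut at about 20% in these data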;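 further: 0% = DMSO wells and 100% = biotin wells as full block of FRET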
Target sequence (Q9Y5X4 whole entry, looked up): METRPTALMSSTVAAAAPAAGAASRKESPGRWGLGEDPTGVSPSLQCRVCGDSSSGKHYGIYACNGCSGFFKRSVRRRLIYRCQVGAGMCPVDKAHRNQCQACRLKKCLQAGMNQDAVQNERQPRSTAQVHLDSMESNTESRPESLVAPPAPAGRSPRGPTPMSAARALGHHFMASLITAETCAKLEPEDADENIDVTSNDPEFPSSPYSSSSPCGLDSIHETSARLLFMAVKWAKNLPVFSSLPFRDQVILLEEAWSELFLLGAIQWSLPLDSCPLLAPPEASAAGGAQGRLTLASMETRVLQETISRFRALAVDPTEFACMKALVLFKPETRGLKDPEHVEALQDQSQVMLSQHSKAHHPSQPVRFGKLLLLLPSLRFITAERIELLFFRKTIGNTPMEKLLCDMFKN
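Material: NR2E3–RetCOR corepressor complex / Incubation: Compound–protein incubation for 5 h at 4 °C / Dosing: compound at 4.8 µM, single dose / Detection: time-resolved FRET / Benchmarks: high control biotin, low control 0.6% DMSO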
aDG glyco act – alpha-DG glycosylation activation. Pro5-aDG cells, alpha-DG glycosylation AlphaScreen (IIH6); 0% Pro5, 100% B10-LARGE cell signal. activation, % at 10 µM. hit rate 0.22% among 360,000;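 active means activation of at least 8% versus controls, or a plate z-score of at least 8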;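 further: Pro5 are CHO cells carrying HIG-tagged alpha-DG that lacks glycosylation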
CaV13 FRET inh – Primary screen for inhibitors of IQ motif and Ca2+-dependent inactivation inhibitor domain binding in CACNA1D, Förster resonance energy transfer in living cells, …; hit rate 0.098% among 340,000; inhibition, % at 12.3 µM; AID 743397; HEK cells, CFP/YFP FRET ICDI-IQ, plate reader, 10 min; percent FRET-ratio fall versus neutral wells;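 active means mean replicate inhibition of at least 30% and at least 1% of replicates passing that level; inconclusive means only one of the two criteria is met; inactive means neither criterion is met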;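 further: 0% = median of the neutral control wells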
NR2E3 ag-2 – human photoreceptor-specific nuclear receptor agonism. Q9Y5X4. CHO-S Gal4-NCOR/VP16-NR2E3 two-hybrid, luciferase. inhibition of corepressor binding, % at 3.98 µM. hit rate 0.35% among 360,000. AID 602229;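 active means inhibition above the mean of all tested compounds plus 3 SD, cut at about 70% in these data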;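 further: 0% = DMSO with NR2E3 transfected cells and 100% = cells lacking NR2E3 construct; higher means lower luciferase signal from less NR2E3 corepressor binding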
* hit, by the source's call; u = inconclusive; x = no result given.

SMILES | Granule exo inh | MITF TRPM1 inh | iPSC survival up | Vif inh | PDI inh | Peg3 prom inh | HIF-2a inh | NR2E3 ag-1 | aDG glyco act | CaV13 FRET inh | NR2E3 ag-2
COc1ccc(OCC(=O)N(Cc2sccc2C)C2CCS(=O)(=O)C2)cc1 (stereo not given) | -3 | 6 | 0.1 | 3 | -6 | 7 | 15 | 4 | -0.1 | -14 | -21
Cc1ccc(C(=O)NCC(=O)OC(C)C(=O)NC2CCCCC2C)cc1C (stereo not given) | 2 | 3 | -0.5 | 2 | 7 | 0 | -29 | -1 | -0.1 | x | -30
Cc1cc2oc(C(=O)NCc3ccc(S(N)(=O)=O)cc3)c(C)c2cc1C | -3 | -3 | 0.8 | 4 | 4 | 24 | 21 | 0 | -0.5 | -2 | -1
CCCN(CCC)C(=O)Cc1ccc(F)cc1 | -2 | 13 | -0.3 | 0 | 2 | 6 | 14 | 1 | 1.8 | 0 | 8
NS(=O)(=O)c1cc2c(cc1C(F)(F)F)NCNS2(=O)=O | 1 | 3 | 2.6 | -9 | 5 | -15 | -3 | 3 | -0.2 | -5 | -15
COc1cnc(SC)nc1Nc1ccc(C#N)cc1 | -10 | 9 | 0.2 | -6 | 2 | -1 | -9 | 1 | 0.2 | -18 | 5
O=C(/C=C/c1ccc2c(c1)OCO2)Nc1nncs1 | 3 | x | -0.7 | 3 | 0 | -167 | -208 | 0 | 0.2 | -4 | -41
CCc1nnc(NC(=O)c2ccc(N3C(=O)CCC3=O)cc2)s1 | -1 | -20 | -2.7 | x | x | -20 | -17 | 0 | 0.0 | 10 | -8
CCNC(=S)N(CCCN(CC)CC)Cc1cc2cc3c(cc2[nH]c1=O)OCO3 | -9 | 5 | 0.2 | 19 | -3 | 3 | 15 | 3 | 0.0 | -5 | 6
Cc1cccc(C)c1-n1nnnc1-c1cnccc1C(F)(F)F | 3 | -6 | -0.3 | 6 | 12 | -4 | 21 | 1 | -0.2 | -5 | 2
CCCOc1ccc(C(=O)Nc2cc(-c3nn4c(C)nnc4s3)ccc2C)cc1 | -2 | -3 | 3.9 | -10 | x | -1 | 4 | 0 | 0.3 | -4 | -43
CCO[C@@H]1OC(C(N)=O)=C[C@H](c2ccc(C(F)(F)F)cc2)[C@H]1CCCO | 0 | -1 | 3.1 | 9 | 3 | 2 | 3 | 1 | 0.1 | -6 | -2
O=c1c2ccccc2c(=O)n(-c2ccccc2)n1CCCCBr | 5 | x | 0.4 | -1 | 12 | 2 | -6 | 3 | -0.2 | -19 | -21
COc1ccc(NC(=O)CNC(=O)c2nn(-c3ccc(OC)cc3OC)c(=O)c3ccccc23)c(OC)c1 | -10 | -2 | 0.2 | 0 | 6 | 9 | 1 | 1 | -0.1 | -4 | -10
COc1ccc(/C=N/NC2=NS(=O)(=O)c3ccccc32)cc1OC | -11 | -4 | -0.8 | 3 | 1 | 2 | 18 | 2 | 0.2 | -22 | -13
COc1ccc(OC)c2c1C(=O)CC2C (stereo not given) | -2 | x | -1.6 | x | 1 | 1 | -5 | x | -0.1 | -5 | 3
COCCN(C(=O)C1=COCCO1)c1c(N)n(CC(C)C)c(=O)[nH]c1=O | 0 | -6 | 0.2 | u | -2 | 3 | 3 | 1 | 0.0 | -5 | -8
COc1ccccc1C(=O)Nc1cccc(NC(C)=O)c1 | -2 | 5 | -2.1 | -2 | 4 | -16 | -45 | -3 | 0.0 | -8 | -11
COCC(C)N=C1NN=C(c2cccs2)C(CC(=O)O)S1 (stereo not given) | 11 | 9 | 3.9 | 9 | 5 | 22 | 8 | 2 | 0.4 | -3 | 8
COc1cccc(CN(C)C(=O)CSCC(=O)Nc2ccc(C)cc2)c1OC | -2 | -1 | 0.2 | -10 | 8 | 7 | 21 | -3 | 0.0 | -6 | 8

Results in Peg3 prom inh, for two of the compounds above:
| molecule | Peg3 prom inh |
| --- | --- |
| COCCN(C(=O)C1=COCCO1)c1c(N)n(CC(C)C)c(=O)[nH]c1=O | 3 |
| COc1ccccc1C(=O)Nc1cccc(NC(C)=O)c1 | -16 |

(listing goes on)
SMILES | Granule exo inh | MITF TRPM1 inh | iPSC survival up | Vif inh | PDI inh | Peg3 prom inh | HIF-2a inh | NR2E3 ag-1 | aDG glyco act | CaV13 FRET inh | NR2E3 ag-2
COc1ccc(NC(=O)c2cccnc2N2CCCCC2)cc1 | -4 | 5 | -2.7 | -5 | 2 | 10 | 17 | 3 | -0.1 | -6 | -2
Cn1nnnc1SCC(=O)N1CCCCC1 | 6 | -2 | -0.8 | -6 | -8 | 4 | 13 | 2 | 0.2 | -4 | -26
CC(NC(=O)C(=O)N1CCCCC1)C(c1cccs1)N1CCN(c2ccccc2)CC1 (stereo not given) | -3 | 5 | -0.4 | -3 | -4 | 4 | 14 | 0 | 0.1 | -5 | -7
O=C(O)c1ccc(Cl)c(S(=O)(=O)N(Cc2ccccc2)c2ccc(F)cc2)c1 | 2 | -10 | 0.4 | -4 | 13 | -1 | 26 | -1 | 0.1 | -4 | 0
CCc1ccc(N2C(=O)CC(N3CCN(c4ccccn4)CC3)C2=O)cc1 (stereo not given) | 1 | -2 | -0.7 | 5 | -4 | 15 | 10 | 1 | 0.0 | -18 | 5
Oc1c(C(Nc2ccccn2)c2cccnc2)cc(Cl)c2cccnc12 (stereo not given) | -5 | 7 | -1.1 | 5 | 9 | 26 | 25 | 2 | 1.3 | -63 | -10
COc1ccc(-n2c(-c3cc(-c4ccccc4)sc3N)n[nH]c2=S)cc1 | 91* | -15 | 2.6 | 0 | 6 | 87* | -6 | 0 | -0.2 | -13 | -22
COc1ccc(C(C(=O)NC2CCCC2)N(Cc2cccnc2)C(=O)c2snc(C(N)=O)c2N)cc1 (stereo not given) | -8 | -3 | -0.3 | 4 | 1 | 11 | 2 | 4 | 0.0 | -4 | 1
CCCCCCC(C)OC(=O)c1ccccc1C(=O)O (stereo not given) | -11 | -3 | -0.4 | 2 | 9 | 6 | 5 | 1 | -0.3 | -5 | -11
CCc1ccccc1NC(=O)C1CCCN1C(=O)NCc1ccccc1 (stereo not given) | 12 | -1 | -0.5 | 40 | 1 | -4 | 15 | -1 | 0.0 | -5 | 18
CC(=O)N1CCOc2ccc(S(=O)(=O)N3CCN(c4cccc(C(F)(F)F)c4)CC3)cc21 | 5 | 11 | -0.7 | -4 | 7 | 22 | 12 | -2 | 1.2 | -16 | 28
COC(=O)c1cc(C(=O)OC)n(Cc2ccc(F)cc2)c1C | -2 | -13 | -0.7 | 6 | -5 | 21 | 3 | -2 | 0.1 | 11 | 0
O=C(OCc1nc2ccccc2s1)c1cccs1 | -7 | 12 | -0.3 | 4 | -6 | -270 | -190 | 1 | -0.1 | -5 | -78
CCOC(=O)N1CCN(S(=O)(=O)c2ccc3c(c2)OCC(=O)N3)CC1 | -2 | 4 | -0.4 | x | -2 | 1 | 13 | 1 | 0.3 | -10 | 19
COc1cc(CCC(=O)Nc2ccc(S(=O)(=O)N3CCOCC3)cc2)cc(OC)c1OC | -2 | 2 | -0.4 | 7 | -5 | 0 | 3 | 1 | 0.5 | -6 | 19
CN(C)C(=O)Nc1ccccc1 | 5 | 6 | -0.1 | 2 | -1 | 9 | 15 | 1 | -0.2 | -6 | 15
Cc1ccc(C(=O)O[C@H](C(=O)O)[C@H](OC(=O)c2ccc(C)cc2)C(=O)O)cc1 | 6 | 7 | -0.3 | 4 | 7 | 8 | 20 | 1 | 0.0 | -18 | -2
C=CCONC(=O)Cc1ccccc1 | -3 | 1 | -0.2 | 8 | 7 | -4 | 14 | x | -0.2 | -7 | 5
COc1ccc(/C=N/NC(=O)c2ccc(NC(C)=O)cc2)cc1COc1ccc(F)cc1F | 4 | 13 | 0.0 | -9 | 13 | 33 | 6 | 0 | 0.0 | -4 | 1
COc1ccc(CNC(=O)C2CC(O)CN2C(=O)Nc2ccccc2)cc1 (stereo not given) | 6 | 5 | 0.0 | 1 | -3 | -10 | 10 | x | 0.0 | -18 | -3

Grouped by structure: the compounds so far with a CF3 group (four)
SMILES | Granule exo inh | MITF TRPM1 inh | iPSC survival up | Vif inh | PDI inh | Peg3 prom inh | HIF-2a inh | NR2E3 ag-1 | aDG glyco act | CaV13 FRET inh | NR2E3 ag-2
NS(=O)(=O)c1cc2c(cc1C(F)(F)F)NCNS2(=O)=O | 1 | 3 | 2.6 | -9 | 5 | -15 | -3 | 3 | -0.2 | -5 | -15
Cc1cccc(C)c1-n1nnnc1-c1cnccc1C(F)(F)F | 3 | -6 | -0.3 | 6 | 12 | -4 | 21 | 1 | -0.2 | -5 | 2
CCO[C@@H]1OC(C(N)=O)=C[C@H](c2ccc(C(F)(F)F)cc2)[C@H]1CCCO | 0 | -1 | 3.1 | 9 | 3 | 2 | 3 | 1 | 0.1 | -6 | -2
CC(=O)N1CCOc2ccc(S(=O)(=O)N3CCN(c4cccc(C(F)(F)F)c4)CC3)cc21 | 5 | 11 | -0.7 | -4 | 7 | 22 | 12 | -2 | 1.2 | -16 | 28

Further records:
SMILES | Granule exo inh | MITF TRPM1 inh | iPSC survival up | Vif inh | PDI inh | Peg3 prom inh | HIF-2a inh | NR2E3 ag-1 | aDG glyco act | CaV13 FRET inh | NR2E3 ag-2
NC1=NC(c2cccc(O)c2)n2c(nc3ccccc32)N1 (stereo not given) | -2 | 9 | 1.1 | 0 | 0 | 13 | 14 | 1 | -0.2 | -6 | -18
O=C(NNc1c2ccccc2nc2ccccc12)c1ccc(O)cc1 | 2 | -19 | -2.0 | 0 | 1 | -1 | -7 | -10 | -0.2 | 44* | -63
CCOC(=O)C1=C(N)N(c2ccccc2)C(=O)C1 | 33 | -2 | 1.8 | 11 | -1 | 0 | 13 | -3 | 0.0 | x | -9
O=C(CSc1ccccc1C(=O)O)NCc1ccc(Cl)cc1 | 0 | -7 | 0.2 | 4 | -1 | 2 | 4 | 0 | 0.3 | -5 | -1
CCOc1ccc(C(=O)NCCc2ccc3c(c2)OCCO3)cc1 | 2 | 2 | 0.0 | -4 | -2 | -13 | -40 | 0 | 0.3 | -5 | -18
CCN1C=C(C(=O)OC)C(c2cccc(C)c2)C(C(=O)OC)=C1 | 3 | -2 | -1.5 | -1 | 3 | 13 | 26 | 4 | 0.3 | 2 | 18
O=C(CCNC(=O)C1CCN(S(=O)(=O)c2ccc(F)cc2)CC1)NCc1ccccn1 | -2 | x | -2.1 | x | 5 | 9 | 8 | x | -0.1 | -12 | -15
